High-throughput results deposited in PubChem by several laboratories.
RSV CPE inhibition – RSV antiviral activity via CPE protection, HEp-2 cells, primary 10 µM value included (AID 2391). HEp-2 cells, RSV-induced CPE inhibition; higher % means a stronger effect. CPE inhibition, % at 10 µM; hits with a dose series show IC50 in µM. hit rate 0.13% among 310,000; in the data active = a potency from the dose series; also: strong numbers were not always called active
Large T inhibition – TAg ATPase/helicase activity blockers – biochemical (AID 1903); SV40 large T antigen ATPase/helicase inhibition assay; higher % means a stronger effect; hit rate 0.39% among 310,000; one-dose inhibition, % at 20 µM; IC50 in µM for titrated hits; in the data active = a potency from the dose series; also: strong numbers were not always called active
Yfh1-depleted yeast – mitochondrial function rescue without frataxin homolog – Friedreich's ataxia, plus single-dose screen, dose response (AID 1465). S. cerevisiae Yfh1-off respiration, WST-1 reduction, 72 h; higher fold induction means a stronger effect. fold induction at 50 µM, or EC50 in µM where a hit was titrated. hit rate 0.074% among 220,000;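 active = fold induction of absorbance versus untreated yeast above a set limit, then at least 30% activation at any dose in follow-up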;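 also: activators that raise dye reduction in frataxin-depleted yeast; strong numbers were not always called active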
K1F lysis inhibition – protection from phage-mediated lysis, alamar blue read-out – E. coli UTI89, K1F phage, bacterial capsule biogenesis inhibitors (AID 488966); E. coli UTI89 K1F phage lysis, alamar blue, 2 h; higher % means a stronger effect; one-dose inhibition, % at 100 µM; IC50 in µM for titrated hits; hit rate 0.02% among 340,000;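 active = phage lysis inhibition, versus mean bacterial control, above a set limit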;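 also: capsule biogenesis inhibitors block K1F phage lysis so surviving cells raise fluorescence; higher fluorescence means more inhibition of phage lysis; actives were called in the ten point dose series up to 300 µM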
XIAP antagonists – XIAP antagonists, biochemical, IAP family, fluorescence polarization (AID 1018) | hit rate 0.007% among 200,000 | displacement, % at 20 µM, or IC50 in µM where a hit was titrated | XIAP BIR domain, fluorescence polarization peptide displacement; higher % means a stronger effect; in the data active = displacement above about 50%; also: a part of the inactive calls stands beside numbers as strong as those of hits
WT yeast gro inh – growth inhibition of WT yeast, mitochondrial fusion screen. mitochondrial fusion phenotypic screen, WT strain. inhibition, % at 10 µM. hit rate 2.1% among 190,000; in the data active = inhibition above about 58%; tested in S. cerevisiae
West Nile virus CPE – West Nile virus antiviral activity, cell-based, CPE readout (AID 1621); West Nile virus-infected cells, CPE inhibition; higher % means a stronger effect; one-dose CPE inhibition, % at 10 µM; IC50 in µM for titrated hits; hit rate 0.02% among 290,000; in the data active = a potency from the dose series; also: strong numbers were not always called active
CSM14.1 death rescue – protection against thapsigargin-triggered cell killing – 384-well, CSM14.1, ATP luminescence, primary screen (AID 1222); CSM14.1 thapsigargin-induced death rescue, ATP luminescence; higher % means a stronger effect; one-dose cellular ATP content (survival), % at 20 µM; EC50 in µM for titrated hits; 190,000 tested, under 10 active;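 active = EC50 below 50 µM in the dose-response confirmation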;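 also: death triggered by thapsigargin at about 15 µM added after 2 h compound pretreatment; cell ATP read after overnight thapsigargin exposure of roughly 18 to 22 hours; normalized against plate controls of thapsigargin alone and 5% DMSO vehicle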
Dengue-2 NS5 capping – flavivirus cap methylation enzyme inhibition – biochemical, confirmation dose response, primary screen (AID 588689); one-dose inhibition, % at 25 µM; IC50 in µM for titrated hits; Dengue-2 NS5 methyltransferase capping enzyme assay, biochemical; higher % means a stronger effect; hit rate 0.3% among 340,000; in the data active = a potency from the dose series
WT yeast gro inh mutant strain – recorded beside WT yeast gro inh, whose call it bears; inhibition, %; mitochondrial fusion phenotypic screen, mutant strain inhibition
Dengue-2 NS5 capping pilot replicate – recorded beside Dengue-2 NS5 capping, whose call it bears; inhibition, %; measured here: pilot screen replicate inhibition
Active calls of the source: *; i = inactive; nt = not tested or not shown; [ ] = dose if it differs, or a comment.

SMILES	RSV CPE inhibition	Large T inhibition	Yfh1-depleted yeast	K1F lysis inhibition	XIAP antagonists	WT yeast gro inh	WT yeast gro inh mutant strain	West Nile virus CPE	CSM14.1 death rescue	Dengue-2 NS5 capping	others
CN1CCN(S(=O)(=O)c2ccc(N3CCN(S(=O)(=O)c4cccs4)CC3)nc2)CC1	-0.5%	16%	i	0.1%	-1.3%	8	11	0.1%	5.6%	-1%
CC1CCCCC1NC(=O)CN(C)S(=O)(=O)c1cccc2cccnc12 (stereo unspecified)	3.6%	13%	i	-0.2%	nt	nt	nt	0.1%	nt	-3%
CC1Cc2ccccc2N1c1ncnc2c1nnn2Cc1ccccc1Cl (stereo unspecified)	1.3%	7%	i	0.5%	-5.1%	37	1	-0.1%	-0.9%	-3%
CCOC(=O)c1ccc(CNC(=O)c2n[nH]c(=O)c3ccccc23)o1	1.2%	2%	i	0.7%	-5.3%	-15	-7	0.1%	-0.7%	-5%
CC1=NN(c2ccccc2)C(=O)C1N=Nc1cccc(O)c1 (stereo unspecified)	9.3%	15%	nt	-0.8%	nt	nt	nt	-0.9%	nt	nt
COC(=O)c1cccc(CSC(=S)N2CCCC2)c1	0.3%	1%	nt	-0.1%	nt	nt	nt	1.7%	nt	-1%
COC(=O)c1sccc1NC(=S)Nc1ccc(F)cc1F	-0.1%	2%	i	-2.2%	-3.3%	-19	-22	-0.2%	2.1%	1%
CC1CCCN(C(=O)CCS(=O)(=O)c2ccc3c(c2)NC(=O)C(C)S3)C1 (stereo unspecified)	3.1%	-13%	nt	0.2%	nt	nt	nt	-0.8%	nt	-3%
CC(C)c1ccc2nc(NC(=O)C3CC3)sc2c1	2.2%	13%	nt	3.4%	nt	nt	nt	1.3%	nt	-1%
CCOC(=O)c1c(C)[nH]c(C)c1C(=O)CSc1nnnn1-c1ccccc1	1.4%	12%	i	0.5%	-4.4%	-14	0	0.3%	-1.7%	4%
FC(F)(F)c1nc2ncc(Cl)cc2[nH]1	1.2%	6%	i	i	-7.2%	-15	-5	0.6%	0.7%	-4%
O=C(Nc1ccccc1C(=O)NC(Cc1c[nH]c2ccccc12)C(=O)O)c1ccco1 (stereo unspecified)	0.9%	3%	i	7.4%	-4.1%	1	-19	0.2%	0.5%	-7%
Cc1n[nH]c(C)c1CCC(=O)N/N=C/c1c[nH]c2ccccc12	nt	10%	nt	-0.2%	nt	nt	nt	0.1%	nt	2%
COC(=O)CS(=O)(=O)c1ccsc1C(=O)Nc1ccc(F)cc1	1.5%	8%	i	-0.4%	-13%	-15	-5	0.4%	-5.1%	-1%
O=C(O)C1CCN(C(=O)c2ccc3c(c2)OCO3)CC1	1.8%	19%	nt	-1.0%[50 µM]	nt	nt	nt	-0.2%	nt	3%
CC(/C=C1\SC(=O)N(CCCC(=O)O)C1=O)=C\c1ccccc1	3.0%	25%	i	4.0%	1.6%	18	0	0.3%	1.8%	15%
CN1CCN(c2ccccc2NC(=O)c2ccc(-c3cccc([N+](=O)[O-])c3)o2)CC1	0.1%	-1%	i	0.6%[50 µM]	nt	15	17	1.9%	-0.3%	-7%
CC(=O)Nc1ccc(NC(=O)Cn2cnc3c(cnn3C(C)(C)C)c2=O)cc1	1.0%	14%	i	nt	-0.1%	0	18	0.0%	nt	nt
Cn1c(=O)c2c(nc(NN=C3CCCC3)n2C)n(C)c1=O	nt	18%	i	1.3%	nt	nt	nt	-0.3%	nt	5%
Cc1ccccc1-c1ccc(C=Nc2c(C)n(C)n(-c3ccccc3)c2=O)o1	2.5%	9%	i	1.5%	-2.8%	-2	-4	-0.6%	-1.1%	-3%
CC(C)(CN1CCCC1)NC(=O)C1CCC(=O)N(CCCN2CCOCC2)C1 (stereo unspecified)	2.6%	14%	nt	0.0%	nt	nt	nt	0.6%	nt	1%
Cc1cc(C(=O)COC(=O)c2ccc(O)cc2)c(C)n1CC1CCCO1 (stereo unspecified)	1.4%	6%	i	0.2%	1.4%	2	3	0.5%	4.1%	-9%
CC1CCN(C(=S)NC(=O)C2CCCCC2)CC1	0.6%	1%	i	0.3%	-0.5%	16	24	-0.1%	-0.8%	-1%
CCOc1ccccc1NC(=S)NCCc1ccccc1	-0.1%	5%	i	0.0%	-0.9%	74*	71*	-0.1%	-0.4%	-14%

Reprinted from the part before: 4 compounds, followed by the next part.
SMILES	RSV CPE inhibition	Large T inhibition	Yfh1-depleted yeast	K1F lysis inhibition	XIAP antagonists	WT yeast gro inh	WT yeast gro inh mutant strain	West Nile virus CPE	CSM14.1 death rescue	Dengue-2 NS5 capping	others
CC(C)(CN1CCCC1)NC(=O)C1CCC(=O)N(CCCN2CCOCC2)C1 (stereo unspecified)	2.6%	14%	nt	0.0%	nt	nt	nt	0.6%	nt	1%
Cc1cc(C(=O)COC(=O)c2ccc(O)cc2)c(C)n1CC1CCCO1 (stereo unspecified)	1.4%	6%	i	0.2%	1.4%	2	3	0.5%	4.1%	-9%
CC1CCN(C(=S)NC(=O)C2CCCCC2)CC1	0.6%	1%	i	0.3%	-0.5%	16	24	-0.1%	-0.8%	-1%
CCOc1ccccc1NC(=S)NCCc1ccccc1	-0.1%	5%	i	0.0%	-0.9%	74*	71*	-0.1%	-0.4%	-14%
CCOC(=O)Cc1csc(NC(=O)CSc2nnc(C(C)C)n2C)n1	0.5%	-1%	i	i	-5.1%	-6	18	0.5%	3.5%	-2%
O=C(Nc1ccc(Cl)cc1C(=O)Nc1ccccn1)c1ccco1	0.1%	0%	i	5.0%	0.8%	25	36	0.5%	-0.5%	-13%
CC1=CC2=NC(=O)/C(=C\c3cccn3CCOc3ccc(C)c(C)c3)C(=N)N2O1	1.2%	4%	i	1.2%[50 µM]	-2.9%	23	13	-1.3%	-0.1%	-13%
COc1ccc(C2=[N+]([O-])C(C)(C)N(O)C2(C)C)cc1	2.2%	7%	i	0.8%	-3.7%	6	3	0.1%	0.3%	-4%
c1ccn2cc(C34CC5CC(CC(C5)C3)C4)nc2c1	-0.3%	7%	i	1.0%	-5.6%	25	27	-0.8%	1.8%	-6%
O=C1CC(N2CCN(c3ccccc3)CC2)C(=O)N1Cc1ccc(Cl)cc1 (stereo unspecified)	4.1%	6%	i	-0.6%	-3.2%	23	24	-1.0%	-2.0%	-8%
COc1ccc(-c2oc3ccc(-c4ccc5c(c4)OCO5)cc3c2C#CC2(O)CCCCC2)cc1	-3.9%	12%	i	-0.3%	nt	nt	nt	0.1%	nt	-9%
Cc1ccc(S(=O)(=O)/N=C(\CN2CCOCC2)N2CCCC2)cc1	-0.6%	6%	i	-0.2%[50 µM]	-0.3%	15	2	-0.4%	-0.7%	-4%
O=c1c2ccccc2nc(-c2ccccc2)n1CCCN1CCOCC1	-0.9%	10%	i	0.4%	-0.1%	-17	-2	-0.3%	-4.2%	-5%	Dengue-2 NS5 capping pilot replicate=-0.5
CCC(=O)c1ccc(OCC(=O)OCC(=O)c2cc(C)n(CC3CCCO3)c2C)cc1 (stereo unspecified)	3.0%	4%	nt	1.3%[50 µM]	nt	nt	nt	nt	nt	-8%
O=C(c1ccccc1)N1CCCCC(Sc2nnc3ccccn23)C1=O (stereo unspecified)	-0.1%	-2%	i	-0.2%	-3.3%	-10	-8	-1.2%	1.7%	-3%
CC1(C)Cc2c(sc3c2c(N)nc(=S)n3Cc2ccccc2)CO1	0.1%	8%	i	1.7%[50 µM]	-5.7%	-15	-21	-0.2%	1.1%	nt
N=c1c(C(=O)NCc2ccc(F)cc2)cc2c(=O)n3ccccc3nc2n1Cc1cccnc1	1.8%	4%	i	0.2%	-1.9%	11	8	-0.5%	1.7%	27%
CCOc1ccc(N2C(=O)C3C4C=CC(CC4)C3C2=O)c([N+](=O)[O-])c1 (stereo unspecified)	2.8%	-1%	i	0.0%	-13%	9	27	-0.4%	-1.0%	-5%
CCOc1cc(O)c(-c2[nH]ncc2-c2nc(C)cs2)cc1CC	9.2%	0%	i	0.0%	nt	nt	nt	-0.6%	nt	-8%
Cn1c(SCC(=O)NCc2ccco2)nnc1-c1ccc(S(=O)(=O)N2CCOCC2)cc1	0.1%	0%	i	0.7%	-1.6%	3	-1	0.1%	-1.2%	-4%
CC(CCc1ccccc1)NC(=O)c1ccc(NC(=O)c2cccc(Br)c2)cc1 (stereo unspecified)	6.5%	1%	i	0.6%	-2.0%	7	-13	-0.5%	0.6%	3%
CN(C(=O)CC1C(=O)NCCN1Cc1cccc(F)c1F)C1CC(C)(C)NC(C)(C)C1 (stereo unspecified)	0.7%	2%	nt	0.2%	nt	nt	nt	0.3%	nt	2%
CC(C(=O)Nc1sccc1C(N)=O)N1C(=O)C2CC=CCC2C1=O (stereo unspecified)	0.8%	-4%	i	0.3%	-3.4%	8	4	0.5%	-2.5%	-4%
O=C(NC1CC1)C1C2C3C4CC5C3C5C4C12 (stereo unspecified)	1.3%	8%	i	1.0%	-7.7%	2	6	-0.6%	-1.0%	-3%
CCOC(=O)C1CCN(C(=O)COc2ccc(Br)cc2Br)CC1	1.6%	11%	i	0.1%	-4.2%	1	13	0.2%	-1.0%	2%
CCCOc1ccc(C(C(=O)OCCN(CC)CC)c2ccccc2)cc1 (stereo unspecified)	0.2%	14%	i	-0.1%	-0.8%	31	17	0.2%	-1.9%	-6%
Cc1ccc(NC(=O)c2cnn(-c3ccccc3)c2C)c(C)c1	6.4%	-1%	nt	-0.1%	nt	nt	nt	-0.3%	nt	-1%	Dengue-2 NS5 capping pilot replicate=0.6
COc1ccc(S(=O)(=O)Nc2ccccn2)cc1	0.9%	7%	nt	2.9%	nt	nt	nt	-0.2%	nt	nt
COc1cc(Cl)ccc1NC(=O)COc1ccccc1C(=O)NN	0.3%	7%	i	0.1%	-7.6%	-11	8	-0.8%	-0.2%	-3%
CCC(=O)Oc1cccc(C(=O)Nc2cccc(NC(=O)c3ccco3)c2)c1	2.0%	1%	nt	-0.1%	nt	nt	nt	-0.7%	nt	-8%
O=C(CN1C(=O)S/C(=C/c2ccccn2)C1=O)N1CCOCC1	1.8%	3%	nt	0.4%	nt	nt	nt	-0.8%	nt	14%
CS(=O)(=O)c1ccc(Cl)c(NC(=O)C2CCCN(C(=O)c3ccc(Cl)cc3)C2)c1 (stereo unspecified)	-0.4%	7%	nt	0.7%[50 µM]	nt	nt	nt	nt	nt	-4%
O=C(O)CCCNC1=NCCC1	-0.6%	8%	i	-0.2%	-7.1%	-1	-3	-0.2%	-1.2%	1%
CCCc1cc(=O)n2[nH]c(C(F)(F)F)nc2n1	-1.9%	9%	i	0.1%	-2.5%	-5	-2	0.1%	2.2%	nt
CCCc1ccc(OCc2ccc(C(=O)N3CCCC3)o2)cc1	3.9%	6%	nt	-0.5%	nt	nt	nt	-0.9%	nt	-5%
CC1=Nn2c(nnc2-c2ccccn2)SC1	0.8%	9%	i	0.1%	3.5%	-14	-12	-0.1%	-0.1%	-5%
O=C(Nc1ccc2c(c1)OCCO2)C1CCN(C(=O)c2ccccc2)CC1	1.1%	2%	i	1.4%	-4.6%	4	-2	-0.2%	-0.9%	-3%
